NCI-60 one-dose screen, 48 h, at 10 µM unless noted. Numbers give growth in % (100 = growth as untreated, 0 = no growth, -100 = all killed).
COLO 205 = COLO 205 colon cancer. 7.3% of 79,000 active
KM12 = KM12 colon cancer cells; AID 1794800; 5% of 82,000 active
SNB-75 = SNB-75 CNS cancer. AID 1794750. 5% of 79,000 active
SNB-19 = SNB-19 CNS cancer cells; 2.5% of 81,000 active
HT29 = HT29 colon cancer | 7.4% of 81,000 active | AID 1794748
HCT-116 = HCT-116 colon cancer; 7.3% of 82,000 active
HCC-2998 = HCC-2998 colon cancer. 4.7% of 79,000 active. AID 1794799
HCT-15 = HCT-15 colon cancer. 5.2% of 82,000 active
SW-620 = SW-620 colon cancer; 5.2% of 82,000 active; AID 1794795
The depositor's hits bear a star; · = no result given; & = joins results of further samples; [ ] = remark or other dose. Rule for the calls: active = growth percent below 10; inactive = the rest.

SMILES	COLO 205	KM12	SNB-75	SNB-19	HT29	HCT-116	HCC-2998	HCT-15	SW-620
O=C(O)CCC(=O)OC(C1CO1)C(OC(=O)CCC(=O)O)C1CO1 (centres undefined)	99.9	101.1	94.7	111.0	100.5	99.2	107.8	97.9	106.3
O=C(O)C(Cc1ccccc1)c1ccccc1 (centres undefined)	108.8&103.6	102.7&106.8	96.0&87.3	111.5&95.2	114.7&99.5	95.6&103.9	108.1	101.0&89.7	104.0&99.0
O=C(Cn1nc(-c2ccc3ccccc3c2)ccc1=O)NCc1ccccc1F	88.5[50 µM]	56.4[50 µM]	56.3[50 µM]	74.0[50 µM]	43.8[50 µM]	60.2[50 µM]	64.8[50 µM]	27.3[50 µM]	59.9[50 µM]
O=C(Nc1ccccc1-c1nc2ccccc2c(=O)[nH]1)c1ccccc1	101.4	85.5	85.5	99.8	95.3	88.0	105.4	97.3	95.0
COc1ccc(/C=N/C2=C(C#N)C(c3ccc(N(C)C)cc3)c3ccc4ccccc4c3O2)cc1 (centres undefined)	100.9	44.1	-7.9*	68.0	48.4	43.4	96.3	38.7	46.1
COc1ccc(-c2cc(-c3ccc(Nc4ccnc5cc(Cl)ccc45)cc3)nc(N3CCCCC3)n2)cc1OC	108.3	97.7	99.8	101.2	96.5	102.5	100.3	103.2	98.2
O=C1NCCC12CCN(c1c(Cl)cncc1-c1ccc(O)cc1)CC2	105.4	104.8	112.4	98.9	94.2	97.3	120.1	105.5	99.6
CC(=O)c1c(OCCN2CCCCC2C)ccc2c(C)cc(=O)oc12 (centres undefined)	118.6	105.5	97.9	103.0	108.2	115.2	139.3	108.6	104.1
O=C1/C(=C/c2cccs2)SC(=S)N1C1c2ccccc2Oc2ccccc21	95.7	92.2	88.2	107.3	90.6	84.7	88.3	95.3	103.8
CC(C)C(NC(=O)CNC(=O)CN)C(=O)O (centres undefined)	99.2	110.3	92.3	109.6	110.1	100.9	114.2	101.1	104.5
Cc1c(Cl)cccc1Nc1ncccc1C(=O)OCC(O)CO (centres undefined)	121.9	104.1	82.8	101.3	105.3	95.8	110.2	92.8	109.7
Nc1nc2nc(N=Nc3ccc(Cl)cc3)[nH]c2c(=O)[nH]1	109.7	95.8	96.9	108.8	93.2	99.5	102.2	101.9	104.0
N#C/C(=C\c1ccc([N+](=O)[O-])cc1)C(N)=O	116.7	99.5	78.0	100.7	106.0	94.8	115.8	101.5	102.9
CCCCn1cnc2c(SCC(=O)O)nc(N)nc21	110.0	101.0	88.7	95.6	98.7	102.9	105.2	104.0	107.5
NNC(=S)Nc1ccccc1	112.6	110.2	88.6	98.3	105.1	107.0	107.9	111.0	101.8
CCNCCNc1cc(C2CCCC2)c(C#N)c2nc3ccccc3n12	·	35.0	-33.3*	36.8	-9.9*	1.6*	32.7	26.8	8.0*
Cc1cccc(-c2nc(-c3cccs3)no2)c1	111.6	104.2	85.7	106.7	98.3	96.5	80.5	83.8	90.7
Cn1c(=O)c2[nH]c(Cc3cccc4ccccc34)nc2n(C)c1=O	93.7	97.0	83.2	92.2	107.6	93.5	·	88.7	101.8
CC1(c2ccccc2)Nc2ccccc2-c2nc3ccccc3n21 (centres undefined)	50.6	97.5	69.9	90.5	69.5	95.8	41.8	99.4	100.4
Cc1onc(-c2ccccc2)c1NC(=O)OC(C)c1cccnc1 (centres undefined)	104.2	95.7	111.7	112.0	104.1	102.6	114.0	111.9	99.6

As a short view, part of the list above:
SMILES	COLO 205	KM12	SNB-75	SNB-19	HT29	HCT-116	HCC-2998	HCT-15	SW-620
CCCCn1cnc2c(SCC(=O)O)nc(N)nc21	110.0	101.0	88.7	95.6	98.7	102.9	105.2	104.0	107.5
NNC(=S)Nc1ccccc1	112.6	110.2	88.6	98.3	105.1	107.0	107.9	111.0	101.8
CCNCCNc1cc(C2CCCC2)c(C#N)c2nc3ccccc3n12	·	35.0	-33.3*	36.8	-9.9*	1.6*	32.7	26.8	8.0*
Cc1cccc(-c2nc(-c3cccs3)no2)c1	111.6	104.2	85.7	106.7	98.3	96.5	80.5	83.8	90.7
Cn1c(=O)c2[nH]c(Cc3cccc4ccccc34)nc2n(C)c1=O	93.7	97.0	83.2	92.2	107.6	93.5	·	88.7	101.8

Entries of single compounds from above. Screens in order: COLO 205, KM12, SNB-75, SNB-19, HT29, HCT-116, HCC-2998, HCT-15, SW-620
`CCCCn1cnc2c(SCC(=O)O)nc(N)nc21` in the list: 110.0, 101.0, 88.7, 95.6, 98.7, 102.9, 105.2, 104.0, 107.5
`Nc1nc2nc(N=Nc3ccc(Cl)cc3)[nH]c2c(=O)[nH]1` in the list: 109.7, 95.8, 96.9, 108.8, 93.2, 99.5, 102.2, 101.9, 104.0

(more compounds)
SMILES	COLO 205	KM12	SNB-75	SNB-19	HT29	HCT-116	HCC-2998	HCT-15	SW-620
Cc1ncc([N+](=O)[O-])n1CCOc1ccc(C(=O)/C=C/c2ccc(C(F)(F)F)cc2)cc1	61.2	14.5	60.1	69.7	29.7	-59.0*	95.9	38.1	15.4
CCOC(=O)c1nc(Nc2ccc(NC(=O)Nc3cccc(C)c3)cc2)c2ccccc2n1	114.6	102.2	52.2	84.9	112.6	102.0	·	103.0	100.2
c1ccc2c(c1)CCc1c(-c3noc4c3CCc3ccccc3-4)noc1-2	111.8	99.7	109.5	106.2	99.7	97.4	106.4	104.2	113.2
CN1CCCCC1CCN1c2ccccc2Sc2ccc(S(C)=O)cc21 (centres undefined)	107.3	101.1	75.2	113.8	90.7	93.9	132.3	100.2	97.9
Nc1nnc(CS(=O)(=O)Cc2ccccc2)s1	118.7	101.5	110.7	100.7	98.4	104.5	113.0	104.8	109.9
Cc1ccc(N(Cc2cc(C)cc(C)c2O)Cc2cc(C)cc(C)c2O)cc1	103.8	102.6	84.2	99.1	82.5	77.4	108.0	95.4	93.5
Nc1ncc(CNc2ccc(C(=O)O)cc2)c(N)n1	110.9	103.1	92.4	108.0	103.9	97.0	108.6	93.9	104.8
O=C(N=Nc1c(O)[nH]c2ccc(Br)cc12)c1ccco1	112.0	90.2	91.3	92.4	96.7	117.3	101.0	97.8	109.7
CCCCc1nc(Cl)c(C2CC(c3ccc4c(c3)OCO4)=NN2C(C)=O)[nH]1 (centres undefined)	109.0	98.4	79.6	97.0	96.1	90.7	108.2	103.8	96.4
O=C1OC(c2ccccc2)=C/C1=C/c1ccccc1O	115.5	102.2	71.7	100.1	102.8	105.4	114.8	103.7	102.2

Exported with two lines to a compound: entries from further up
Below each compound – COLO 205	KM12	SNB-75	SNB-19	HT29	HCT-116	HCC-2998	HCT-15	SW-620
O=C(N=Nc1c(O)[nH]c2ccc(Br)cc12)c1ccco1
    112.0	90.2	91.3	92.4	96.7	117.3	101.0	97.8	109.7
CCCCc1nc(Cl)c(C2CC(c3ccc4c(c3)OCO4)=NN2C(C)=O)[nH]1 (centres undefined)
    109.0	98.4	79.6	97.0	96.1	90.7	108.2	103.8	96.4

The results go on.
SMILES	COLO 205	KM12	SNB-75	SNB-19	HT29	HCT-116	HCC-2998	HCT-15	SW-620
CCOP(=O)(OCC)OC[C@]12CCC(C)(C)C=C1[C@H]1CC[C@@H]3[C@@]4(C)CC[C@H](OP(=O)(OCC)OCC)C(C)(C)[C@@H]4CC[C@@]3(C)[C@]1(C)CC2	-43.1*	3.6*	-11.5*	-12.4*	-42.4*	-59.8*	-50.9*	-73.3*	-48.4*
CCSc1n[nH]c(=O)n1C	105.2	108.7	105.6	117.4	·	105.3	·	101.2	104.8
Cc1ccc(S(=O)(=O)Nc2nnc(-c3ccc(Cl)cc3)s2)cc1	113.6	101.9	63.9	100.7	122.9	99.8	123.8	101.7	100.5
COc1cc(OC)c2c(=O)cc(-c3ccccc3)oc2c1	117.2	106.2	91.8	94.3	97.1	88.9	97.0	105.0	89.7
C[N+]1(C)C2CC(OC(=O)[C@@H](CO)c3ccccc3)CC1C1OC12 (some centres undefined)	106.6	102.0	94.7	107.7	103.7	98.0	95.7	105.9	104.4
C#CCOc1ccc(C2=NN(CC)C3N=C(Cl)c4ncn(CC)c4N23)cc1OCC#C (centres undefined)	93.1	61.5	82.6	102.9	91.6	82.6	116.2	74.6	94.0
COc1ccccc1NC(=O)COc1cc(O)c2c(=O)cc(-c3ccccc3)oc2c1	117.9	104.9	98.1	98.3	104.5	71.5	102.5	110.4	101.5
O=C(c1ccccc1)c1ccc(Cl)cc1	·	115.7	92.8	85.4	102.7	92.4	88.3	99.3	101.4
COc1cc(-c2cc(C(=O)N3CCN(C(=O)c4ccccc4NCc4cccs4)CC3)nc3cc(-c4ccccc4)nn23)cc(OC)c1OC	56.1	27.5	71.0	85.1	28.0	55.9	100.8	55.4	51.0
Nc1c(C(=O)c2ccc(Cl)cc2)sc2nc(-c3cc4ccccc4o3)cc(-c3ccc(Cl)cc3)c12	92.5	91.4	51.2	90.7	89.9	91.6	94.6	83.2	83.2
N#C/C(=C\NC(=S)C(N)=S)c1nc2ccccc2s1	93.5	96.7	87.4	109.9	91.8	110.4	110.3	79.8	103.2
CC(=O)c1c(C)[nH]c(-c2nc3ccc(N4CCN(C)CC4)cc3[nH]2)c1-c1ccc(N(C)C)cc1	7.0*	37.2	-9.2*	42.4	9.1*	23.2	30.3	4.0*	56.8
N#Cc1ccc(O)c(C2=NCC(c3cccc(Oc4ccccc4)c3)O2)c1 (centres undefined)	14.7	21.0	51.7	22.3	13.8	16.9	43.7	26.8	25.6
Cc1cc(N=NC(N)=O)c2ccccc2c1O	118.3	104.1	88.1	101.6	105.5	95.9	120.2	102.1	110.2
N#Cc1c(-c2ccc(Cl)cc2)nc(SCc2ccc([N+](=O)[O-])cc2)[nH]c1=O	123.4	91.4	79.8	91.0	100.1	74.5	95.9	83.5	79.7
CCCOc1cc2c(cc1OCC)[C@@H]1C[C@@H](O)[C@H](O)[C@H](O)[C@H]1NC2=O	109.7	108.3	95.3	104.8	106.6	100.9	105.8	112.2	100.9
Nc1nc(=S)c2ncn(C3OC(COC(=O)c4ccccc4)C(OC(=O)c4ccccc4)C3OC(=O)c3ccccc3)c2[nH]1 (centres undefined)	117.4	103.5	88.8	87.5	94.6	87.0	62.3	102.5	104.9
CCCCNC(=O)N/C=C(/C#N)C(N)=O	103.6	96.0	80.9	104.2	104.3	107.7	88.5	104.1	98.5
O=c1c2ccccc2nc(COc2ccccc2)n1/N=C/c1ccc(N2CCOCC2)cc1	80.8	90.7	43.9	3.5*	93.8	52.5	99.2	80.8	97.6
O=C1Nc2c(sc3ccc(Cl)cc23)C(c2ccccc2O)N1 (centres undefined)	109.3	102.4	73.7	97.1	103.5	95.8	115.1	98.0	101.1
NS(=O)(=O)c1ccc(C(=O)N/N=C/c2ccc(O)cc2)cc1	107.5	98.9	90.9	99.9	103.3	97.9	103.3	95.5	103.2
Cc1nn(-c2ccccc2)cc1/C=C1\SC(N2CCOCC2)=NC1=O	105.3	113.4	104.4	93.0	98.5	101.7	100.5	95.1	105.8
COc1cc(/C=C2\Oc3cc(C)c(Cl)c(C)c3C2=O)ccc1O	115.4	105.1	89.4	99.0	113.4	97.3	104.3	86.8	107.8
COCCOCC(O)c1ccccc1 (centres undefined)	107.5	102.4	100.1	95.6	112.8	99.8	100.2	99.0	100.1
O=C(O)/C=C/C(=O)Nc1ccccc1	112.0&109.1	109.8&103.1	106.2&125.7	106.5&108.2	112.8&106.5	114.2&102.2	106.5&118.7	102.7&111.0	116.0&100.1
FC(F)(F)c1ccccc1-c1cn2c(ccc3ccccc32)n1	101.8	87.0	·	83.0	42.2	74.9	99.2	55.4	44.2
CCCC/C(=C\c1ccc(OC)c(OC)c1)C(=O)NC(Cc1ccccc1)C(=O)C(=O)NCCc1ccc(OC)cc1 (centres undefined)	108.4	102.7	84.6	95.3	98.7	49.8	95.7	90.9	102.9
CCOc1cccnc1/C=N/NC(N)=S	·	36.2	68.7	69.4	56.7	32.6	52.7	40.2	40.8
COC1c2occc2C(OC)C2C3C(=C(C)OC12)Sc1nc(-c2ccccc2)c(C#N)c(N)c13 (centres undefined)	104.7	100.7	71.5	96.1	100.4	88.3	97.8	100.9	111.2
N#CC1=C(Nc2ccccc2F)NC(c2cccc([N+](=O)[O-])c2)c2sc3c(F)cccc3c21 (centres undefined)	113.3	99.9	89.9	103.4	114.2	96.6	120.3	105.5	97.6
N=C(N)c1ccc(OCCCOc2ccc(C(=N)N)cc2Br)c(Br)c1	77.7	57.5	43.1	51.7	83.8	79.9	112.5	75.1	95.4
CCN(CC)C(=O)C1=C(C)NC(=O)NC1c1ccc2c(c1)OCO2 (centres undefined)	114.0	111.6	93.3	96.2	107.1	110.3	113.8	105.0	105.0
COc1ccc(-c2nc(-c3cc(OC)c(OC)c(OC)c3)no2)cc1	102.9	99.2	·	91.3	92.4	94.9	102.6	89.6	96.4
O=C(NC(Cc1ccccc1)C(=O)CCl)OCc1ccccc1 (centres undefined)	80.2	89.1	83.7	82.2	53.6	45.9	97.1	58.6	48.4
Cc1ccc(S(=O)(=O)N/N=C2/C(=O)C3CCC2C3)cc1 (centres undefined)	105.6	103.3	78.3	96.5	103.1	99.1	103.9	96.8	107.4
COc1cc(C)cc(C(O)Cc2cccc(-c3ccc(N(c4ccccc4)c4ccccc4)cc3)n2)c1 (centres undefined)	98.9	92.3	77.2	·	72.4	62.1	106.1	56.8	97.9
C/C(=N\N=C(/C)c1ccc2ccccc2c1)c1ccc2ccccc2c1	113.5	113.1	92.4	104.6	113.9	106.6	105.2	107.7	104.5
NS(=O)(=O)c1ccc(Nc2ccc3nnc(-c4ccncc4)n3n2)cc1	106.9	103.3	94.0	100.4	113.6	95.6	110.4	98.5	97.9
CCCCN1CCCCn2c1nc1c2c(=O)n(C)c(=O)n1C	114.1	100.8	94.1	104.3	101.8	104.1	95.9	108.2	101.9

Compound activity from PubChem BioAssay.
